Assay outcomes (PubChem BioAssay)
Pol eta inh = inhibitors of human DNA polymerase eta. Q9Y253. recombinant Pol eta, fluorescent DNA replication assay. Potency, µM (titrated, usually from 114 µM), inactives show top-dose activity change, negative = inhibition, usual class: inhibitors. 390,000 compounds, 1.2% hits. AID 588591; further: potency means the concentration at half of the fitted maximal effect; on the % scale 0 is the no-effect control and ±100 the full control effect
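Pol eta (10 nM) was preincubated with compounds for 15 min at room temperature, after which fluorescent replication substrate (50 nM final) was added to start the reaction. Fluorescence was read kinetically at 0 and 10 min.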
Pol beta inh = blocks human DNA polymerase beta activity; P06746; Pol beta primer extension/strand displacement, fluorescence kinetic; Potency, µM (highest dose often 114 µM), without a hit: at the top dose activity change, negative = inhibition, usual class: inhibitors; 340,000 compounds, 1.3% hits; AID 485314; further: potency means the concentration at half of the fitted maximal effect; on the % scale 0 is the no-effect control and ±100 the full control effect
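Curves were derived by four-parameter Hill fits of normalized qHTS data. The kinetic fluorescent primer-extension read was taken at 0 and 10 min after 50 nM substrate, following a 15 min room-temperature preincubation of 10 nM enzyme with compounds.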
Anesthetic bind = binds horse apoferritin like a general anesthetic; apoferritin/1-aminoanthracene competitive binding, fluorescence; Potency, µM (highest dose often 77.5 µM), for the others: at the highest dose activity change, negative = displacement, hits mostly inhibitors; 350,000 compounds, 0.074% hits; further: potency means the concentration at half of the fitted maximal effect; on the % scale 0 is the no-effect control and ±100 the full control effect; nearly all actives have a fitted effect of over 20% in size
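Read-out: endpoint 1-AMA fluorescence, excitation 380 nm and emission 535 nm, after compounds sit 10 min at room temperature with 10 uM horse-spleen apoferritin in 50% saturated 1-AMA/PBS. Values come from four-parameter Hill fits.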
RGS4 inhibitor = blocks human RGS4-accelerated GTP hydrolysis | P49798 | Transcreener GDP fluorescence polarization, RGS4-accelerated GTP hydrolysis | Potency, µM (doses to about 114 µM), for the others: at the highest dose activity change, negative = inhibition, hits mostly inhibitors | 390,000 compounds, 0.039% hits | AID 504845; further: potency means the concentration at half of the fitted maximal effect; on the % scale 0 is the no-effect control and ±100 the full control effect; nearly all actives have a fitted effect of over 75% in size; some results filed as inactive show a strong effect at the top dose
Target sequence (P49798 whole entry, looked up): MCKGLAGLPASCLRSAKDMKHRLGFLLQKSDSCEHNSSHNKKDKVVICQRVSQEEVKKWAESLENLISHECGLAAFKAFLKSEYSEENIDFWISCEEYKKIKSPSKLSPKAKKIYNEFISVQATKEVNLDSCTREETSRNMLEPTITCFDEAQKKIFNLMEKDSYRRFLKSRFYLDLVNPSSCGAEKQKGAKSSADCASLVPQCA
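MLSMR compounds (23 nl, pin-transferred) preincubated 10 min at room temperature with a 500nM (2x) first reagent, then RGS4 at 900nM (2x) plus Transcreener GDP mix added; fluorescence polarization (620/688 nm) read before and after 90 min at 30 °C.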
ERG-DNA inh = ERG Ets/DNA interaction inhibition; fluorescence polarization, His-ERG Ets domain / labelled DNA; P11308; 370,000 compounds, 0.028% hits; Potency, µM (highest dose often 76.9 µM), for the others: top-dose FP activity, negative = inhibition, actives largely listed as inhibitors; AID 624246; active means well fitted inhibition curve with a large enough effect in the polarisation, with a control signal flat; inconclusive means small, poorly fitted or top-dose-only effect, or effect the other way, or a change in a side signal; inactive means no such curve, though single readings can be large or run the other way; the % refers to the polarisation;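 further: polarization taken with two DNA probes labelled with fluorescein and Texas red; potency means the concentration at half of the fitted maximal effect; % of control where 0% means no effect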
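His-tagged ERG Ets domain (1 uM in the protein solution; 300mM KCl, 50mM Tris-HCl, 1mM EDTA, 1mM DTT, pH 7.5) received compound, then a probe mix of 5 nM fluorescein-DNA and 100nM Texas-615-DNA. Fluorescence polarization was read for both dyes.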
Pol kappa inh = DNA polymerase kappa (human) inhibition; purified Pol kappa, fluorescent DNA synthesis assay, 10 min; Potency, µM (titrated, usually from 107 µM), without a hit: at the highest dose activity, negative = inhibition, most hits filed as inhibitors; 400,000 compounds, 0.53% hits; further: potency means the concentration at half of the fitted maximal effect; on the % scale 0 is the no-effect control and ±100 the full control effect
Target sequence (Q9UBT6 whole entry, looked up): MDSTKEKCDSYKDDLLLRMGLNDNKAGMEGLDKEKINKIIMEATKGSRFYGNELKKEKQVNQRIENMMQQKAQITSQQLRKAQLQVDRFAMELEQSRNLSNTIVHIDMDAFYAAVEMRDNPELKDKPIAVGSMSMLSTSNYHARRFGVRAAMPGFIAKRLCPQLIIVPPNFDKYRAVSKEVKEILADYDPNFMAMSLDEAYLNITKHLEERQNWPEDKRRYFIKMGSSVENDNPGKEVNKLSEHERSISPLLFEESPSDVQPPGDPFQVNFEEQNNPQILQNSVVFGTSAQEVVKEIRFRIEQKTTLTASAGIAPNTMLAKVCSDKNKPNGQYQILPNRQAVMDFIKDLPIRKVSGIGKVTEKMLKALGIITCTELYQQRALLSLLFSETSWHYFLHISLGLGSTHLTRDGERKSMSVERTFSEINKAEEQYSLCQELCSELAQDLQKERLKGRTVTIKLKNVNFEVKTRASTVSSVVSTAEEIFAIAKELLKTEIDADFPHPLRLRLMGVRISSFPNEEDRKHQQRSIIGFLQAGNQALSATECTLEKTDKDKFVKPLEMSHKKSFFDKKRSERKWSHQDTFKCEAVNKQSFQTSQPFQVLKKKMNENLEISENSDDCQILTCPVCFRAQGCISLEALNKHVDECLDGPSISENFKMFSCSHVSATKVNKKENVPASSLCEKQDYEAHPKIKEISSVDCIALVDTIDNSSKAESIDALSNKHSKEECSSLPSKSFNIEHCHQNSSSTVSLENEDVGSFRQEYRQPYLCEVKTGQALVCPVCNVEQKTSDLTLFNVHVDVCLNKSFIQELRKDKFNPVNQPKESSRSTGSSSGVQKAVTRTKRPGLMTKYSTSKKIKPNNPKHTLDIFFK
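First, compounds were pin-transferred onto 10 nM Pol kappa. After 15 min at room temperature, substrate was added to 50 nM final. Fluorescence was then measured kinetically at 0 and 10 min.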
LDHA block = blocks human lactate dehydrogenase A | P00338 | AID 1347041 | 480,000 compounds, 0.15% hits | purified LDHA, NADH/diaphorase-resazurin fluorescence; active compounds read low | activity change, % (values are at about 110 or 230 µM); in the data active means activity change below about -30%; inconclusive means mostly about -25% to -30%;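 further: plate controls were DMSO wells for no effect and wells without enzyme for full effect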
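Remaining NADH was detected by diaphorase (0.133 mg/mL) converting 37 µM resazurin to fluorescent resorufin, read at 0 and 20 minutes. The preceding 5-minute room-temperature reaction used 2 nM LDHA, 0.2 mM sodium pyruvate and 0.06 mM NADH at pH 7.4.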
ALOX12 inh = blocks human arachidonate 12S-lipoxygenase; P18054; purified 12hLO, xylenol orange hydroperoxide absorbance; Potency, µM (doses to about 108 µM), without a hit: top-dose activity change, negative = inhibition, usual class: inhibitors; 580,000 compounds, 1.1% hits; further: potency means the concentration at half of the fitted maximal effect; on the % scale 0 is the no-effect control and ±100 the full control effect
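Purified human 12hLO at 150 nM in 25 mM Hepes, 0.01% Triton X-100, pH 7.0, preincubated 15 min at room temperature with compound. Reaction started with 40 uM arachidonic acid, 30 min at room temperature. Hydroperoxide measured by Fe-xylenol orange, 573/405 nm absorbance ratio.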
APEX1 inh = blocks human APE1 abasic DNA cleavage; P27695; AID 2517; Potency, µM (highest dose often 65.8 µM), inactives show at the top dose activity change, negative = inhibition, usual class: inhibitors; 350,000 compounds, 0.35% hits; recombinant APE1, TAMRA/BHQ-2 abasic DNA cleavage fluorescence;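 further: potency means the concentration at half of the fitted maximal effect; plate controls were vehicle for no effect and reference inhibitor for full effect; nearly all actives have a fitted effect of over 55% in size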
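0.75 nM APE1 + cpd, 15 min RT; start w/ 50 nM TAMRA/BHQ-2 THF-abasic dsDNA; kinetic fluor 525/598 nm ×3 reads @60 s; Δ(read3−read1); normalized to DMSO and NSC13755 control wells.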
* marks the source's active call; other numbers are inactive results; ? = inconclusive; . = not tested or not shown; & = joins results of further samples; [ ] = another dose, or the depositor's remark. Unless noted, the call rests on the fitted dose curve; in most records, active means well fitted curve in the direction sought with a large enough effect; inconclusive means small, poorly fitted or top-dose-only effect, or another doubt; inactive means no such curve, though single readings can be large; an effect the other way counts as inactive or inconclusive.

SMILES	Pol eta inh	Pol beta inh	Anesthetic bind	RGS4 inhibitor	ERG-DNA inh	Pol kappa inh	LDHA block	ALOX12 inh	APEX1 inh
COC(=O)C1=C(C)N(Cc2ccccc2)C(=S)N[C@H]1c1cccc(F)c1	-13%	3%&11%	-9%&-1%	-9%	8%	-8%	-6	?	-11%&-2%
Cc1ccc(NC(=O)COc2cccnc2[N+](=O)[O-])cc1S(=O)(=O)N1CCOCC1	0%	13%	-18%	6%	-5%	-11%	-3	7%	1%
COc1ccc(/C=C2/N=C(SC)NC2=O)cc1OC	-25%	9%	-10%	10%	14%	-7%	-2	?	0%
CC1CCCN(C(=O)CSc2nnc(-c3c[nH]c4ccccc34)o2)C1 (centres undefined)	-18%	-2%	?	15%	.	-10%[60.1 µM]	-3	-11%	2%
Cc1ccc(NC(=O)C(SCC(=O)O)c2ccccc2)cc1C (centres undefined)	-7%	0%	-5%	-5%	0%	-1%	-2	5%	-2%
CSc1ccccc1-c1nnc(-c2ccc(Cl)cc2Cl)o1	-7%	13%	-12%	-37%	-1%	-10%	0	155%[activator]	-6%
Cc1nn(-c2ccccc2)c(C)c1NC(=O)COC(=O)c1ccc(Cl)c(N)c1	-12%	.	.	2%	1%	-16%	-7	-4%	26%
O=C(COC(=O)CCC(=O)c1ccc(F)cc1)NCc1ccc(Cl)cc1	-6%	.	.	15%	-2%	-11%	-18	-6%	10%
COc1cc2c(cc1OC)CN(C(=O)c1nn(Cc3ccccc3)c(=O)c3ccccc13)CC2	-19%	.	.	11%	11%	-17%	-3	?	-12%
COc1ccc(N2CCN(c3ncccc3C#N)CC2)cc1	-10%	21%	-8%	3%	-3%	-12%	0	-11%	-1%
O=C(Cn1cc([N+](=O)[O-])cn1)Nc1ccn(Cc2c(F)c(F)cc(F)c2F)n1	4%	9%	-13%	18%	-7%	-3%	-2	12%	-1%
COc1ccc(CNC(=O)COc2cc(=O)n(C)c3ccccc23)cc1	-14%	33%	-6%	-10%	1%	2%	-1	-12%	17%
CCN1CCN(c2c(C=O)c(Cl)nc3ccc(OC)cc23)CC1	0%	26%	-6%	4%	4%	-20%	0	?	-7%
CCOc1ccc(/C=C2\SC(=O)N(CCNC(=O)C3COc4ccccc4O3)C2=O)cc1OC (centres undefined)	-21%	-25%	4%	0%	4%	-6%	-4	12%	5%
COc1ccc(-c2[nH]nc3c2C(c2ccsc2)C(C#N)=C(N)O3)cc1 (centres undefined)	-4%	-1%	?	14%	2%	-5%	-10	?	-7%
O=C(COC(=O)Cc1cccc(C(F)(F)F)c1)Nc1ccccc1	-25%	0%[57.1 µM]	?	-35%	6%	-10%	2	14%	5%
COc1ccc(OC)c(NC(=O)C2CCCN2C(=O)C2CCC(C)CC2)c1 (centres undefined)	-10%	0%	-12%	-7%	49%[activator]	-19%	3	-4%[57.4 µM]	0%
Cc1ccc(CSCCNC(=O)/C=C/c2ccc(Cl)cc2)cc1	6%	47%[activator]	-8%	2%	7%	-8%	-1	-5%	-2%
COc1ccc(S(=O)(=O)O)cc1P(=O)(c1ccccc1)c1ccccc1	-16%	0%	-3%	8%	-6%	-25%	-6	.	9%
Cn1c(=O)[nH]c(=O)c2c1nc(N1CCOCC1)n2CCCSc1ncccn1	-11%	-15%	-10%	-30%	-19%	-3%	0	3%	0%
Cc1[nH]oc(=O)c1N=Nc1ccccc1	-16%	26%	-9%	-14%	.	-6%	5	?	4%
O=C(O)c1ccc(-n2cccc2/C=C2/NC(=O)N(c3cccc(Cl)c3)C2=O)cc1	3.5µM*	2.2µM*	-12%	?	-1%	16µM*	-3	?	2.8µM*
O=C(Nc1cccc(NC(=O)c2ccc(Cl)cc2Cl)c1)c1cccnc1	-1%	-5%	-6%	-2%	0%	3%	-11	-22%	16%
CCC(=O)Oc1c(Sc2ccc(Cl)cc2)c(C)nn1C(C)(C)C	-8%	2%	-10%	3%	1%	-13%	1	?	.
CCc1ccc(-c2cn3nc(-c4ccccc4)cnc3n2)cc1	-12%	12%	-12%	-23%	-1%	4%	-3	-9%	17%
CC1CC(=O)N(Cc2ccccc2)c2ccccc2N1C=O (centres undefined)	1%	2%	-1%	23%	-10%	-8%	-3	-30%	0%
CCOC(=O)N1CCN(Cc2nc3c(c(=O)n(C)c(=O)n3C)n2Cc2cccc3ccccc23)CC1	-4%	13%	-14%	-13%	-6%	-8%	-10	-18%	0%
O=C(N/N=C/c1cccc(Oc2ccc([N+](=O)[O-])cc2[N+](=O)[O-])c1)c1cncc(Br)c1	-5%	0%	-16%	-15%	.	2%	-21	4%	11%
Cc1cc(C)c(OCC(=O)OCC(=O)N2CCN(C(=O)c3ccco3)CC2)c(C)c1	-8%	.	.	32%	-26%	-4%	-7	-3%	-6%
COc1ccc(S(=O)(=O)N2CCOCC2)cc1NC(=O)COc1cccnc1[N+](=O)[O-]	-8%	2%	-19%	0%	1%	-7%	-7	1%	-3%
Nc1nnc(SCC(=O)Nc2ccccc2)s1	-23%&-14%	3%&0%	-7%&-14%	-6%&-11%	-3%&1%	-3%&-14%	-1&-13	?	-3%
CCN(C[C@H]1N[C@@](Cc2ccccc2)(C(=O)OC)[C@H]2C(=O)N(C)C(=O)[C@@H]12)S(=O)(=O)c1ccc(C(F)(F)F)cc1	-12%	.	.	28%	-7%	-8%	-5	17%	-4%
C[C@@H](NC(=O)c1[nH]cnc1C(=O)Nc1cccc(Cl)c1)c1ccccc1	-16%	.	.	3%	6%	2%	-7	31%[activator]	-8%
CCOC(=O)c1c(N)sc2c1C1CCN2CC1	-15%	-3%	-11%	1%	8%	-7%	-1	?	-1%
CC1CCCN(CC(=O)NNC(=O)COc2ccc(Br)cc2)C1 (centres undefined)	-7%	.	.	8%	-3%	-9%	0	17%	30%
CCOc1ccc(N2C(=O)CC(SC(=NC)Nc3cccc(OC)c3)C2=O)cc1 (centres undefined)	-27%	-24%	-8%	-8%	-1%	-1%	-6	0%	6%
COc1cc(-c2nc3ccc(C)cn3c2NCc2ccccc2)ccc1SC1CCCCC1	-9%	.	.	10%	79%[activator]	-22%	2	?	22%
O=C(COC(=O)c1ccc(Cl)nc1)NC1CCCCCC1	9%	.	.	5%	-2%	-1%	-6	11%	-11%
O=C(NCCc1ccccc1)c1cc(Nc2ccccc2)nc2ccccc12	-3%	-5%	133%[activator]	-14%	0%	-10%[60.1 µM]	-4	-10%	.
Cc1nn2c(N3CCOCC3)cc(C(C)C)nc2c1-c1ccccc1	-23%	13%	3%	-4%	1%	8%	0	15%	18%
CN(C)c1ccc(/C=N/N2CCN(Cc3ccccc3Cl)CC2)cc1	-10%	17%	-6%	17%	-8%	-3%	-1	3%	-3%
COc1ccc(CCNC(=O)CCCCn2c(=O)c3ccccc3n(CC(=O)Nc3c(C)cccc3C)c2=O)cc1OC	-7%	-23%	?	-19%	1%	14%	0	?	.
C=CCn1c(NCc2ccc3c(c2)OCO3)nc2ccccc21	1%	7%	-24%	41%	6%	-6%	-13	0%	?
COc1ccc(-c2cc(NC(=O)c3cncn3-c3ccccc3)ccc2OC)cc1	-9%	30%	-3%	18%	19%	-1%	2	-4%	-19%
COc1ccc(N(CC(=O)NCCC(C)C)C(=O)c2snc(C(=O)NC3CCCCC3)c2N)c(OC)c1	-22%	10%	?	-2%	3%	-6%	-5	-19%	52%[activator]
CC(O)C(=O)N/N=C/c1cccc(Cl)c1Cl (centres undefined)	-11%	4%	-8%	-17%[56.9 µM]	3%	-5%	-11	0%	6%
Cc1cc(-c2[nH]nc3c2C(c2ccsc2)C(C#N)=C(N)O3)c(C)s1 (centres undefined)	?	?	-6%	-31%	-1%	-15%	15	?	9%
COc1ccc(C(=O)Oc2cccnc2)cc1OC	-13%	7%	39%[activator]	15%	-4%	0%	-4	?	3%
S=C(Nc1cc(Cl)ccc1Cl)Nn1cnnc1	-12%	-9%	-5%	?	-1%	-4%	-4	?	3%
CCCCCC(=O)Nc1c(-c2cccs2)c(=O)c2ccccc2n1C	-4%	3%	-15%	10%	1%	-14%	9	23%	3%

Next part:
SMILES	Pol eta inh	Pol beta inh	Anesthetic bind	RGS4 inhibitor	ERG-DNA inh	Pol kappa inh	LDHA block	ALOX12 inh	APEX1 inh
COc1ccc(C(=O)NCc2nnc(SCC(=O)Nc3ccccc3)n2-c2ccccc2)cc1	-10%	12%	-20%	-9%	3%	-9%	1	-1%	.
CCOC(=O)c1ccc(N2C(=O)c3n[nH]c(-c4ccco4)c3C2c2cccc([N+](=O)[O-])c2)cc1 (centres undefined)	?	13%	-22%	-16%	4%	1%	-2	32µM*	-5%
Cc1cc2nccc(-c3ccc(Cl)cc3Cl)n2n1	0%	33%	-10%	-6%	-2%	-1%	-11	9%	13%
CCOc1ccccc1OCc1nn2c(COc3ccccc3)nnc2s1	-8%	-7%	-9%	?	-7%	-13%	-4	?	-2%
COc1ccc(-c2nc(CS(=O)CC(=O)NC3CCCCC3)c(C)o2)cc1OC (centres undefined)	-13%	26%	-7%	0%[11.4 µM]	7%	0%	1	.	46%[activator]
Cc1cn2c(N)c(/C=C3\C=Nc4ccccc43)c(=O)nc2s1	-4%	-4%	0%	-33%	0%	-7%	-9	187%[activator]	?

Some of the compounds tested; rates above refer to the full screens.
